Source: PubChem BioAssay (several laboratories)
S1P4 antagonist – S1P4 receptor antagonists, primary screen, cell-based | AID 1510, 2009 | inhibition, % at 4.98 µM | Sphingosine 1-phosphate receptor 4 (Homo sapiens), O95977 | hit rate 0.26% among 220,000 | S1P4-expressing cells, antagonist mode, reporter read-out; in the data active = inhibition above about 29%;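 note: 0% = wells stimulated with agonist and 100% = vehicle wells without agonist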
Target sequence (O95977 whole entry, looked up): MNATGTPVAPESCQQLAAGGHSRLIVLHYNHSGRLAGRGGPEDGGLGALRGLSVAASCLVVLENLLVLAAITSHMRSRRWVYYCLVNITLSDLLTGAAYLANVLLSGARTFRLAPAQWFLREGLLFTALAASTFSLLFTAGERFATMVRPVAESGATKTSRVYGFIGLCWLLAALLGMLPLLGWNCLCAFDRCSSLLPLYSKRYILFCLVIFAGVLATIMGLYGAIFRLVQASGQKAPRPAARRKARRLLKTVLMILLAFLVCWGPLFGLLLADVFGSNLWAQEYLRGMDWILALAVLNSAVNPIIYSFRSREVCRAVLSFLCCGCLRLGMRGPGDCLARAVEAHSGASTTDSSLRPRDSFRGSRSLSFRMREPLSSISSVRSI
Mdm2 ligase inh – MDM2-luciferase reporter signal enhancers, primary screen, MDM2 E3 ligase inhibitor project, cell-based, luminescence, 1536-well; hit rate 0.11% among 210,000; cell-based MDM2 ubiquitination luciferase reporter, 2 h; 0 = plate control, 100 = twice control, blank-subtracted; signal enhancement, % at 5 µM; E3 ubiquitin-protein ligase Mdm2 (Homo sapiens), Q00987;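 active = signal enhancement of 30% or more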;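 note: luminescence tracks abundance of the self-degrading MDM2-luciferase fusion protein; higher signal means inhibition of MDM2 E3 ligase activity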
Target sequence (Q00987 whole entry, looked up, the tested form may be a part): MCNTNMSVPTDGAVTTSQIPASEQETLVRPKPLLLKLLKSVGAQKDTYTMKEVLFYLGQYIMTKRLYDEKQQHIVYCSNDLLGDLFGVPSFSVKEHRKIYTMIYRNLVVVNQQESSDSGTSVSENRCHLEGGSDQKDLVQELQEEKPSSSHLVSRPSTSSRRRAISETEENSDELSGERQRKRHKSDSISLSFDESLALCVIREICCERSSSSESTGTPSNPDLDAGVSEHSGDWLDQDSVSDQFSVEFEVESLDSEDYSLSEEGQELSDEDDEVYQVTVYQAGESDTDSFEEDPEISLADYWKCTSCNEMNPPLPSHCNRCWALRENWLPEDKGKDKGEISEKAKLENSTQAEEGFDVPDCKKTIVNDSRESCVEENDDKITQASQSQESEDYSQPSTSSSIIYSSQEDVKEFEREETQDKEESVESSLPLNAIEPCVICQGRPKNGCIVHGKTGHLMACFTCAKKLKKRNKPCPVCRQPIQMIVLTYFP
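test system = mammalian cells stably expressing self-ubiquitinating, self-degrading MDM2 E3–luciferase fusion | quantity = 2000 cells/well | incubation = cell settling 4 h, compound treatment 2 h, both 37 °C | signal = luminescence with SteadyLite reagent, 15 min at room temperature | evaluation = % enhancement relative to plate controls after blank subtraction | benchmarks = plate controls and plate blanks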
eIF4E 4G PPI – eIF4E–eIF4G protein interaction inhibitors, primary screen, biochemical, uHTS, TR-FRET, eIF4GI fragment | Eukaryotic translation initiation factor 4E (Mus musculus) + Eukaryotic translation … | TR-FRET eIF4E-eIF4GI(517-606) binding, 2 h | inhibition, % at 21.7 µM | hit rate 0.37% among 220,000;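 active = inhibition above about 30%, limit read from the data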;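 note: 0% = full FRET control wells and 100% = background wells lacking eIF4GI fragment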
Wee1 degr inh – Wee1 degradation inhibitors, primary screen, cell-based, HeLa, Wee1K328M-luciferase, luminescence; Wee1-like protein kinase (Homo sapiens), P30291; AID 1321, 2008; reporter increase, % at 5 µM; hit rate 1.2% among 220,000; HeLa Luc-Wee1K328M stability; 100% = proteasome inhibitor MG132 effect;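 active = activation above the mean of all tested compounds plus 3 SD, set per screening run, cut at about 8.8% in these data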;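 note: cells exposed to compound for 20 h before luminescence read; 0% = DMSO alone and 100% = MG132 at 30 µM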
Ba/F3 V617F tox – reduced viability of JAK2V617F-dependent Ba/F3 cells, primary screen, JAK2V617F inhibitor project, cell-based, Ba/F3 EpoR-JAK2V617F, luminescence. ATP luminescence. hit rate 1.1% among 220,000. inhibition, % at 5.6 µM;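 active = inhibition above the campaign mean plus 3 SD over all tested compounds, cut at about 24% in these data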;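 note: cytokine-independent growth of Ba/F3 cells driven by EpoR plus mutant JAK2; 0% = DMSO-treated cells and 100% = JAK inhibitor I control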
NPY2 pot ag – NPY-Y2 potentiators or agonists, primary screen, cell-based. cells expressing NPY-Y2, potentiator/agonist read-out. activation, % at 3.6 µM. hit rate 0.45% among 220,000. AID 1359, 2008; in the data active = activation above about 27%;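 note: cells stimulated with NPY near EC25 plus isoproterenol at EC100; 0% = vehicle plus submaximal agonist and 100% = vehicle plus saturating agonist; some results beyond the cut were filed as inactive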
S1P4 agonist – S1P4 receptor agonists, primary screen, cell-based; S1P4-expressing cell line, agonist reporter assay; hit rate 0.35% among 220,000; activation, % at 4.98 µM; Sphingosine 1-phosphate receptor 4 (Homo sapiens), O95977; in the data active = activation above about 11%;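 note: 0% = DMSO vehicle and 100% = reference agonist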
PERK inh – block of dimerizer-induced PERK translation repression, primary screen, PERK inhibitor project, CHO PERK-DD cells, SEAP luminescence, HTS; inhibition, % at 5.6 µM; hit rate 0.17% among 220,000; Eukaryotic translation initiation factor 2-alpha kinase 3 (Homo sapiens), Q9NZJ5; CHO PERK-DD fusion, SEAP luminescence translation reporter;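 active = inhibition above the mean inhibition of all tested compounds plus 3 SD, set separately per screening campaign, cut at about 2.9% in these data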;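 note: PERK kinase domain activated by AP20187 dimerizer at 100 nM; 0% = DMSO with dimerizer and 100% = rapamycin at 8.4 µM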
BaF3 tox – parental Ba/F3 cell viability inhibition, counter-screen for JAK2V617F inhibitor project, murine pro-B, CellTiter-Glo luminescence; CellTiter-Glo ATP luminescence; inhibition, % at 5.6 µM; hit rate 1.1% among 220,000;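 active = inhibition above a per-campaign cutoff, the mean inhibition of all tested compounds plus 3 SD, cut at about 27% in these data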;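 note: 0% = DMSO wells and 100% = JAK Inhibitor I control wells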
Numbers without * were called inactive; . = not tested or not shown; [ ] = remark or other dose.

Values run as follows: S1P4 antagonist	Mdm2 ligase inh	eIF4E 4G PPI	Wee1 degr inh	Ba/F3 V617F tox	NPY2 pot ag	S1P4 agonist	PERK inh	BaF3 tox
1. CC(C)OCCCNC(=O)Nc1cccc2ccccc12
  -21	2	-1	13*	-3	8	1.6	0.8	6
2. CC(COc1ccccc1)N1CCC(CO)(Cc2ccccc2)CC1 (centres undefined)
  -14	-1	0	-1	3	-6	0.0	1.1	2
3. COc1ccc(/C=N\NC(=O)CCN2CCN(c3ccccc3)CC2)cc1OC
  -4	7	-3[fluorescence artefact?]	1	-3	-8	0.4	-0.1	-1
4. Cc1cc(C)n2nc(C(=O)N/N=C/c3ccc(O)cc3)nc2n1
  -3	4	3	1	0	0	-0.2	0.8	10
5. COc1ccc(C2CCCN2C(=O)Nc2cccc(C(C)=O)c2)cc1OC (centres undefined)
  -7	-14	-9	-1	5	0	-0.2	-0.7	13
6. O=C1C2C3C=CC(C4CC34)C2C(=O)N1c1nccs1 (centres undefined)
  -5	-2	19	-3	-1	11	1.2	0.8	-1
7. O=C(NCCOCCNC(=O)OCc1ccccc1)OCc1ccccc1
  -6	-30	6	-3	3	-8	-0.3	0.4	8
8. O=C1C=C(NCc2ccc(Cl)cc2)CC(c2ccco2)C1 (centres undefined)
  -16	-1	-1	0	-3	0	2.3	-1.1	1
9. CC(=O)Nc1cc(Br)ccc1O
  -10	.	2	0	0	2	0.3	1.7	4
10. O=C1NC(=O)C(Nc2cccc3ccccc23)S1 (centres undefined)
  -5	-4	-1[fluorescence artefact?]	1	-3	-7	3.0	0.1	1
11. CSc1ccc(Cl)c(C(=O)Nc2ccc(Cl)cn2)c1
  3	1	0	0	3	-5	0.5	-0.3	3
12. CSc1nnc(C(C)(C)C)c(=O)n1/N=C/c1ccccc1O
  -11	-1	-3	-3	-2	-4	1.4	-0.6	2
13. O=C1CN(C(=O)CSc2nnc3ccccn23)c2ccccc2N1
  -1	0	7	7	0	-1	1.7	1.9	3
14. Cc1ncc(CO)c(/C=N/NC(=O)c2ccc(O)cc2)c1O
  -4	-7	4	-2	0	-1	1.6	0.3	1
15. Cc1cccc(N/N=C(\C=N\N)C(=O)c2ccc(Br)cc2)c1
  -15	1	-6	-1	2	1	-0.6	1.2	11
16. CN(C)/C=C1\N=C(c2cccs2)OC1=O
  -11	-20	-14[fluorescence artefact?]	-2	0	8	0.6	2.0	3
17. O=C(Nc1ccccc1Oc1ccccc1)c1ccc(Br)o1
  -7	0	3	-1	1	-11	0.3	-1.9	5
18. N/C(=N/OC(=O)c1ccc(Cl)cc1)c1ncc([N+](=O)[O-])s1
  13	-12	4	-2	-4	-12	-0.1	0.3	0
19. CC(C)NC(=S)N1CCN(S(=O)(=O)c2cccc(C(F)(F)F)c2)CC1
  0	12	-12[fluorescence artefact?]	4	-7	4	2.1	-1.0	0
20. O=C1CCc2cc(S(=O)(=O)NC(Cc3ccccc3)C(=O)N3CCN(c4ccccn4)CC3)ccc2N1 (centres undefined)
  -20	-9	0	3	-1	4	1.6	0.7	10
21. CN(C)S(=O)(=O)c1ccc(S(=O)(=O)N2CCCC2)cc1
  -4	-22	8	4	2	10	-1.8	-0.3	4
22. COCCNC(=O)C(c1ccc(C)o1)N(C(=O)c1snc(C(N)=O)c1N)c1cc(C)cc(C)c1 (centres undefined)
  -18	-13	4	1	3	3	2.7	-1.7	5
23. Cc1cc(C)n(-c2ccc(C(=O)OCC(=O)NCc3ccc(Cl)cc3)cc2)n1
  -20	-4	1	-1	-3	6	-3.1	0.8	0
24. O=C(NC1CCCCC1)N(Cc1ccccc1)Cc1ccco1
  5	-21	-1[fluorescence artefact?]	1	3	0	1.0	-1.3	7
25. O=C(Nc1ccc(N2CCN(Cc3ccccc3F)CC2)cc1)c1ccccc1[N+](=O)[O-]
  -9	5	-3	0	-3	6	1.3	0.4	5
26. Cc1nc2ccccc2n1S(=O)(=O)c1ccc(S(=O)(=O)N2CCCCCC2)cc1
  16	-7	-5[fluorescence artefact?]	-4	-1	8	0.1	1.8	1
27. Cc1ccccc1C1C(C#N)=C2N=C(N)c3ccccc3N2C2=C1C(=O)CCC2 (centres undefined)
  16	-6	3	1	-3	19	0.0	-1.3	-1
28. CC12CCC(C(=O)N(CSC(=S)N/N=C\c3ccccc3Cl)C1=O)C2(C)C (centres undefined)
  0	3	-1	-3	1	11	-1.2	0.2	3
29. Cc1cc(C)c2cc(C#N)c(SCC(=O)NCC3CCCO3)nc2c1 (centres undefined)
  1	-6	-3[fluorescence artefact?]	-2	5	-3	0.3	0.6	6
30. O=C(Nc1nccs1)c1cc(-c2ccncc2)nc2ccccc12
  -13	-12	6	-1	-4	-2	-0.3	-0.2	4
31. O=C1c2ccccc2C2=Nc3ccccc3SC(c3cccc(F)c3)C12 (centres undefined)
  -6	-11	4[fluorescence artefact?]	-2	0	22	-0.4	-0.3	5
32. NC(=O)C(c1ccc(Sc2ccccc2)nn1)c1ccc(Cl)cc1Cl (centres undefined)
  9	-7	14	0	1	-3	-0.1	0.0	2
33. COc1ccc(-n2nc(C(=O)O)c3ccccc3c2=O)cc1
  6	-20	2[fluorescence artefact?]	5	-2	-2	-0.4	0.6	-3
34. Cc1ccccc1CN1N=C(/C=C/c2ccccc2)CCC1=O
  -7	22	9	-2	1	-3	0.0	0.0	-3
35. COc1cccc(-n2c(Cc3cc(=O)[nH]c(=O)[nH]3)nnc2SCC(=O)N2CCCCC2)c1
  -8	-9	2[fluorescence artefact?]	-3	3	-17	0.2	0.7	5
36. COc1cc(C2C3=C(CCCC3=O)Nc3c2c(C)nn3-c2cccc(C)c2)cc(OC)c1O (centres undefined)
  -5	-21	0	-1	-5	1	-0.7	-0.8	1
37. Cc1cccc(NC(=O)Cn2cnc3sc(C)c(S(=O)(=O)N4CCC(C)CC4)c3c2=O)n1
  -13	-6	2	-4	4	15	0.5	-0.1	5
38. CCOc1cc(/C=N/NC(=O)C(=O)N2CCCC2)ccc1O
  9	-2	0	-1	-4	11	1.1	0.3	3
39. CCCCOC(=O)n1c(SCC(=O)N(C)C)nc2ccccc21
  4	-15	3	0	-5	13	-1.0	-0.4	-1
40. C=CCn1c(O)c(N=NC(=O)OC(C)(C)C)c2ccccc21
  -14	-9	-1	1	1	4	0.2	0.2	8
41. COC(=O)/C(=C/N(C)C)C(=O)N1CCN(c2ccc(Cl)c(Cl)c2)CC1
  -11	-4	1	-1	-2	13	1.4	0.4	2
42. c1ccc(Nc2c3c(nc4ncnn24)CCC3)cc1
  3	-19	6	0	-2	8	-0.2	0.6	-1
43. COCCOC(=O)c1c(C)oc2ccc(NS(=O)(=O)c3ccccc3)cc12
  -7	9	0	5	6	-13	-1.9	-0.6	7
44. O=C(NCCN1CCOCC1)c1ccc([N+](=O)[O-])cc1[N+](=O)[O-]
  -9	-2	0[fluorescence artefact?]	0	-3	19	0.3	2.5	0
45. O=C(NCC1(c2ccccc2)CCCC1)C(=O)N1CCOCC1
  -6	-5	-4	-2	-3	-13	-3.5	1.4	4
46. C/C(=N\NC(=O)CC1N=C(Cc2ccccc2)NNC1=O)c1ccc(Br)cc1 (centres undefined)
  -6	-3	-2	3	0	-22	-1.8	-0.1	-1
47. C/C(=N\N=C\c1cccc(F)c1)c1nnn(-c2nonc2N)c1C
  -9	1	4[fluorescence artefact?]	-3	-5	-4	1.6	0.5	3
48. CCC(C)Cn1c(C(C)C)nc2ccccc21 (centres undefined)
  -30	0	-2	0	-1	7	1.8	0.5	3
49. COC(=O)c1ccccc1NC(=O)c1cc(-c2ccc(OC)c(OC)c2)on1
  -5	.	.	0	-1	2	-0.7	2.1	5
50. CCOC(=O)/C(C#N)=C/c1cn(CCC(=O)O)nc1-c1cccc(Cl)c1
  9	-17	-7	4	1	3	-2.5	2.6	6
51. COc1ccc(Nc2ncc(C(=O)N3CCC(C(N)=O)CC3)c3ccccc23)cc1
  -4	-1	2	-2	-1	9	-0.9	1.2	-2
52. CCC1CCCCN1c1nc(-c2cccc(OC)c2O)nc2ccccc12 (centres undefined)
  4	-15	3	3	-2	15	1.5	0.6	4
53. Cc1ccc2c(Cl)cc(Cl)c(OCC(=O)NC(=O)NCc3ccco3)c2n1
  -3	-13	-9	0	-2	-13	2.2	-0.8	4
54. COc1ccc(Cl)cc1C(=O)Nc1ccc2c(c1)OCO2
  7	-4	.	-4	-5	-5	1.4	-0.2	-2
55. CCCCCCOC(=O)C1=C(C)NC(=O)NC1c1ccc(O)cc1 (centres undefined)
  5	-19	-9	-2	0	11	1.0	-0.1	10
56. COc1ccc(C(=O)N2CCN(c3cnn(-c4ccccc4)c(=O)c3Cl)CC2)cc1
  -4	-15	-1	-1	0	0	-0.2	1.4	5
57. CCCCNc1nc2ccccc2n1CC(=O)Nc1c(C)cccc1CC
  -14	-16	10	0	2	7	1.0	-0.4	7
58. CCCCNC(=S)NNC(=O)c1c(Cl)c(C)nn1C
  6	8	-5[fluorescence artefact?]	-2	-1	15	0.8	0.9	5
